Assay outcomes: PubChem BioAssay, National Center for Advancing Translational Sciences (NCATS)
A350 fluor – qHTS Assay for Spectroscopic Profiling in A350 Spectral Region | actives 11% (n = 59,000) | AID 590, 2007 | Compound autofluorescence, 340/450 nm, Alexa 350 dye-equivalents; stronger effect = higher value | max dye-equivalent concentration, M; in the data active means max dye-equivalent concentration above about 10 nM; inconclusive means mostly about 1.1 nM to 9.6 nM
USP2a inhib – qHTS Assay for Inhibitors of Ubiquitin-specific Protease USP2a | Potency, µM (series often up to 38.3 µM), without a hit: at the top dose activity change, negative = inhibition, most hits filed as inhibitors | Ubiquitin carboxyl-terminal hydrolase 2 (Homo sapiens), O75604 | actives 0.1% (n = 60,000) | USP2a enzymatic assay, qHTS inhibition | AID 927, 2007;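 further: potency means the concentration at half of the fitted maximal effect; nearly all actives have a fitted effect of over 60% in size; plate controls were DMSO for no effect and NEM full inhibition control for full effect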
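USP2 core (20nM final) preincubated 30 min RT with compound, then Ub-PLA2 20nM and NBD C6-HPC 20uM final added; buffer 20mM Tris-HCl pH 8.0, 2mM CaCl2. Fluorescence Ex 460/Em 535 read at 0 and 2.5 h; normalized to NEM.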
BRCT inh green – qHTS Assay for Inhibitors of BRCT-Phosphoprotein Interaction (Green Fluorophore); Breast cancer type 1 susceptibility protein (Homo sapiens), P38398; BRCA1 BRCT-phosphopeptide binding, green fluorescence polarization; Potency, µM (doses to about 76.9 µM), inactives show top-dose activity change, negative = inhibition, actives largely listed as inhibitors; actives 0.05% (n = 75,000); AID 875, 2007;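 further: potency means the concentration at half of the fitted maximal effect; plate controls were peptide without protein for full effect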
Target sequence (P38398 whole entry, looked up): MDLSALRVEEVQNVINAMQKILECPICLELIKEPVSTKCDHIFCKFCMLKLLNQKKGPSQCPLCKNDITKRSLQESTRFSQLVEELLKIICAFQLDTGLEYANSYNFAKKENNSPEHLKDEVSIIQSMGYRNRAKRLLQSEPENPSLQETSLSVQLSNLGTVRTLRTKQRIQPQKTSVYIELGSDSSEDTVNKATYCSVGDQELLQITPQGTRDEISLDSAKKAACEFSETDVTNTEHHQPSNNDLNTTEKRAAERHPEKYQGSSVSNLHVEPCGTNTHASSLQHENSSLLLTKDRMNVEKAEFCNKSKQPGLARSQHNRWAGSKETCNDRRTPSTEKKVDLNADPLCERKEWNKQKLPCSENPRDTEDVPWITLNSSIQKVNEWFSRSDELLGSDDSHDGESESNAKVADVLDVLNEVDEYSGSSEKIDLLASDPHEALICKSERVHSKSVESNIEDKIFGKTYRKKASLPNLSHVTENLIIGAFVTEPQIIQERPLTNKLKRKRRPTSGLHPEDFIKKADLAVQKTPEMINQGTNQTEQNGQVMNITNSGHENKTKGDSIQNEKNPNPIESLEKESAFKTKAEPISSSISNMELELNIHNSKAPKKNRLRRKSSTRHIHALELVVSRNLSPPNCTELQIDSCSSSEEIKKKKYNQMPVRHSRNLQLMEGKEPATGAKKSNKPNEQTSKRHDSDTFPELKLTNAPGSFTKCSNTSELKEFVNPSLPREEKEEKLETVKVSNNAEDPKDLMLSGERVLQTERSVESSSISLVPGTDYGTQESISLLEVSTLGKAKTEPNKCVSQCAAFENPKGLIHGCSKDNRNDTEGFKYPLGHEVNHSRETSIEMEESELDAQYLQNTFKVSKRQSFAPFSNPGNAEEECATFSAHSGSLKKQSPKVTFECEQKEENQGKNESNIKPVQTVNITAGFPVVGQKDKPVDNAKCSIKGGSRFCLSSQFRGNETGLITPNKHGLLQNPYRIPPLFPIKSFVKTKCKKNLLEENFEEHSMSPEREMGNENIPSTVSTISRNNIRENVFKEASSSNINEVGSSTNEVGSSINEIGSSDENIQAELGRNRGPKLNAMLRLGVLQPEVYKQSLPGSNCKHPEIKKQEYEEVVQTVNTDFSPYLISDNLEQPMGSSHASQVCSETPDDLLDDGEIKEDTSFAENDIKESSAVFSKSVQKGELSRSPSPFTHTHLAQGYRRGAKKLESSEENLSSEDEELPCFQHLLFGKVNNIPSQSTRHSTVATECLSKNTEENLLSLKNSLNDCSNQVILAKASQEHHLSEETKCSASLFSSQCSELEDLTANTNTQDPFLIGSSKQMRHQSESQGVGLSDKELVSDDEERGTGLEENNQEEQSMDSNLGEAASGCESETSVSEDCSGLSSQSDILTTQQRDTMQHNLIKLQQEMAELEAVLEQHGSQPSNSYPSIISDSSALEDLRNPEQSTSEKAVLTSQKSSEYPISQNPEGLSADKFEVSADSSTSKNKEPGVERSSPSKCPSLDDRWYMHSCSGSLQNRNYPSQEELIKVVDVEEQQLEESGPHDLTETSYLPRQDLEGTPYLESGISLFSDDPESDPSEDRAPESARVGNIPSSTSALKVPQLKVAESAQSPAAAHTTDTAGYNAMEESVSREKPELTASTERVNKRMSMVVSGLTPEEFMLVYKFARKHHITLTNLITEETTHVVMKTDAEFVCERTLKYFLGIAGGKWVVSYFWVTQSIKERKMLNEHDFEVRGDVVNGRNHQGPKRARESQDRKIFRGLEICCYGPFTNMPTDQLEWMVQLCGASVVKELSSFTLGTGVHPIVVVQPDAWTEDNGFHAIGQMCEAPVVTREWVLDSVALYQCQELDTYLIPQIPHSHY
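Compounds were incubated for 12 min at room temperature with a complex of 100 nM fluorescein-tagged pBACH1 decapeptide and 250 nM His-tagged BRCT protein. Buffer was phosphate pH 7.3 with EDTA, DTT and Tween 20. Disruption of binding lowers the polarization signal.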
Casp1 inh – qHTS Assay for Allosteric/Competitive Inhibitors of Caspase-1. Caspase-1 enzyme, Ac-WEHD-AFC fluorogenic rate. Potency, µM (titrated, usually from 57.5 µM), without a hit: at the top dose activity change, negative = inhibition, usual class: inhibitors. actives 0.03% (n = 75,000);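 further: potency means the concentration at half of the fitted maximal effect; plate controls were vehicle for no effect and no substrate for full effect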
HEK293 cAMP ctrl – qHTS Assay for Agonists of the Thyroid Stimulating Hormone Receptor: Activators of Intracellular cAMP Concentrations in Parental HEK 293 | parental HEK293 CNG cAMP sensor, membrane potential fluorescence | Potency, µM (titrated, usually from 57.1 µM), inactives show top-dose activation, most hits filed as activators | actives 2.5% (n = 73,000); further: potency means the concentration at half of the fitted maximal effect; % of control where 0% means no effect; nearly all actives have a fitted effect of over 55% in size
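Parental HEK 293 cells stably expressing a cAMP-gated CNG channel were loaded with membrane potential dye containing 100 uM RO 20-1724 for 60 min. Compound added for 30 min; depolarization read as fluorescence intensity at 590 nm.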
Luciferase inh – qHTS Assay for Inhibitors of Firefly Luciferase | Luciferin 4-monooxygenase (Photinus pyralis), P08659 | purified firefly luciferase, luminescence, 8 min | Potency, µM (top dose mostly 57.1 µM), without a hit: top-dose activity change, negative = inhibition, hits mostly inhibitors | actives 2.2% (n = 72,000); further: potency means the concentration at half of the fitted maximal effect; on the % scale 0 is the no-effect control and ±100 the full control effect; nearly all actives have a fitted effect of over 40% in size
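Firefly luciferase (PKLight detection mix) with 10 uM ATP in pH 7.2 imidazole buffer (KCl, MgCl2, Tween 20, BSA). Compounds tested across a concentration series (qHTS). Luminescence read after 8 min at ambient temperature.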
CRE-bla Fsk – Cell signaling CRE-BLA (Fsk stim). actives 2.5% (n = 71,000). CHO CRE-bla reporter (cAMP response element driving beta-lactamase), forskolin EC10, beta-lactamase ratio. AID 662, 2007. Potency, µM (series often up to 38.2 µM), for the others: top-dose activity change, negative = inhibition, hits mostly activators; active means well fitted activation curve with a large enough effect in the signal ratio, with a control signal flat, not every such curve was filed as active; inconclusive means small, poorly fitted or top-dose-only effect, or effect the other way, or a change in a side signal; the % refers to the signal ratio; further: potency means the concentration at half of the fitted maximal effect; % of control where 0% means no effect
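qHTS titration format; CRE-bla CHO reporter; stimulus EC10 NKH 477, a water-soluble forskolin. Read: CCF4 460/530 nm ratio. Potency expressed as AC50 for activators or inhibitors.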
Casp7 inh – qHTS Assay for Allosteric/Competitive Inhibitors of Caspase-7. actives 0.02% (n = 75,000). recombinant caspase-7, Ac-DEVD-AFC fluorescence rate. Potency, µM (titrated, usually from 57.5 µM), for the others: top-dose activity change, negative = inhibition, usual class: inhibitors. P55210. AID 889, 2007; active means well fitted inhibition curve with a large enough effect in the main read-out, with a control signal flat, not every such curve was filed as active; inconclusive means small, poorly fitted or top-dose-only effect, or a change in a side signal; further: potency means the concentration at half of the fitted maximal effect; % of control where 0% means no effect
ERK AVP block – qHTS Assay for Inhibitors of the ERK Signaling Pathway using a Homogeneous Screening Assay; HEK293-V1b, vasopressin-stimulated pERK AlphaScreen; Potency, µM (top dose mostly 57.5 µM), inactives show at the top dose activity, negative = inhibition, hits mostly inhibitors; actives 0.99% (n = 72,000); AID 995, 2007; further: potency means the concentration at half of the fitted maximal effect; on the % scale 0 is the no-effect control and ±100 the full control effect; nearly all actives have a fitted effect of over 55% in size
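qHTS, compounds titrated on V1b-expressing HEK293 cells. Preincubation 30 min at 37C, vasopressin 25 nM for 5 min, lysis 10 min, bead incubation 5 hr at room temperature.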
Tau fil binding – qHTS Assay for Tau Filament Binding. Potency, µM (top dose mostly 57.1 µM), inactives show top-dose activity change, negative = inhibition. AID 596, 2007. actives 2% (n = 71,000). Microtubule-associated protein tau (Homo sapiens), P10636. recombinant tau filaments, thioflavin S fluorescence, 15 h; filaments grown with octadecylsulfate alongside compound;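 further: potency means the concentration at half of the fitted maximal effect; on the % scale 0 is the no-effect control and ±100 the full control effect; actives lower thioflavin S fluorescence by blocking filaments or displacing dye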
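ThS-based fibril read: tau 1 uM final, inducer ODS 30 uM final, 37 C for 15 h, ex 450/em 510 nm.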
BRCT PPI red – qHTS Assay for Inhibitors of BRCT-Phosphoprotein Interaction (Red Fluorophore); actives 0.03% (n = 75,000); AID 892, 2007; Potency, µM (titrated, usually from 76.9 µM), for inactives: at the highest dose activity change, negative = inhibition, hits mostly inhibitors; Breast cancer type 1 susceptibility protein (Homo sapiens), P38398; BRCT-phosphopeptide binding, red fluorescence polarization; further: on the % scale 0 is the no-effect control and ±100 the full control effect
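Fluorescence polarization: 100 nM His-tagged BRCA1 BRCT with 100 nM TAMRA-labelled phospho-BACH1 decapeptide, phosphate buffer pH 7.3 with 150 mM NaCl, DTT, 0.01% Tween 20; 12 min RT. Binding inhibition seen as FP decrease.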
* marks the source's active call; other numbers are inactive results; i = inactive; ? = inconclusive; / = not tested or not shown; [ ] = another dose, or the depositor's remark. Unless noted, the call rests on the fitted dose curve; in most records, active means well fitted curve in the direction sought with a large enough effect; inconclusive means small, poorly fitted or top-dose-only effect, or another doubt; inactive means no such curve, though single readings can be large; an effect the other way counts as inactive or inconclusive.

SMILES | A350 fluor | USP2a inhib | BRCT inh green | Casp1 inh | HEK293 cAMP ctrl | Luciferase inh | CRE-bla Fsk | Casp7 inh | ERK AVP block | Tau fil binding | BRCT PPI red
O=S(=O)(NCc1ccco1)c1cccc2cccnc12 | i | 6% | 1.6% | 0% | 2% | 3% | -12% | -2% | -13% | -4% | 0.4%
O=C(c1ccco1)N1CCC2(CCN(Cc3nccs3)CC2)CC1 | i | 0% | 0.4% | -1% | 22% | 1%[11.4 µM] | -1% | -2% | 12% | -13% | -0.9%
CCn1cc(C(=O)OCC(=O)Nc2c(C)n(C)n(-c3ccccc3)c2=O)c(=O)c2ccc(C)nc21 | / | 0% | 0.4% | -2% | 9% | 2% | 9% | 0% | 9% | 23% | -0.9%
COC(=O)c1c(C)oc2ccc(NS(=O)(=O)c3cc(OC)ccc3OC)cc12 | i | 29% | 0.2% | 0% | ? | 2% | 19% | -5% | -13% | 46% | 0.2%
Cc1ccc(-c2nc(CS(=O)(=O)CC(=O)N3CCCCCC3)c(C)o2)cc1 | / | / | -0.9% | -2% | ? | -2% | 13% | -2% | -13% | 30% | -0.8%
CC(Oc1ccc(C(=O)NC2CCCCC2)cc1)C(=O)O (stereo unspecified) | i | 2% | 0.0% | 0% | 5% | -1% | -2% | 0% | -9% | 0% | 0.3%
O=C(CSCc1n[nH]c(=O)[nH]1)NCCOc1cccc(Oc2ccccc2)c1 | 1.9e-07M* | -1% | 0.4% | -17% | 5% | -1% | -1% | -18% | -16% | -7% | 0.0%
CCOC(=O)c1cc(-c2ccccc2)sc1NC(=O)CSc1nnnn1C | i | 29% | 0.4% | -2% | 17% | -3% | 24% | -6% | 8% | 4% | -0.4%
Cc1ccc(Cn2c(Sc3ncccn3)nc3c2c(=O)[nH]c(=O)n3C)cc1 | i | 0% | -0.4% | -2% | -8% | 0% | 0% | 2% | -18% | 6% | 0.3%
CS(=O)(=O)N1CCCC(c2nc(-c3ccc(S(=O)(=O)NCc4ccccc4)cc3)no2)C1 (stereo unspecified) | i | 12% | 0.7% | 1% | ? | 0% | -24% | -1% | ? | 76% | -0.7%
O=C1c2ccccc2C(O)N1Cc1ccccc1Cl (stereo unspecified) | / | / | 1.8% | -2% | 4% | 2% | -7% | -1% | -7% | -1% | 0.3%
N#Cc1ccc(CN2CC[C@@]3(CCCN(C(=O)c4ccco4)C3)C2)cc1 | i | 62%[activator] | -0.8% | -2% | ? | 1%[11.4 µM] | -12% | 0% | -12% | 13% | -0.3%
c1coc(C2Nc3ccccc3-c3nc4ccccc4n32)c1 (stereo unspecified) | 3.4e-06M* | 12% | 0.2% | ? | ? | ? | ? | -10% | -5% | -4% | -0.4%
CCOc1ccc(OCC)c(NC(=O)CC2Oc3ccc(C)cc3NC2=O)c1 (stereo unspecified) | / | / | -3.0% | 6% | 26% | 0% | 5% | -2% | -1% | i | 1.4%
CCN(CC)C(=O)c1sc2nc(-c3ccncc3)[nH]c(=O)c2c1C | 8.4e-08M* | -2% | -0.9% | -3% | 2% | -11% | ? | -2% | 13% | -15% | 0.4%
C=CCn1c(SC/C=C/c2ccccc2)nnc1-c1sc(N)nc1C | ? | 14% | -1.0% | 0% | 13% | 0% | -6% | -1% | -22% | 11% | -1.2%
CN(CCc1ccc(Cl)c(Cl)c1)C[C@@H](O)COc1ccc(NS(C)(=O)=O)cc1 | / | / | -0.6% | 0% | 18% | -1% | -2% | -2% | 38%[activator] | 3% | 0.0%
CCC(C)OC(=O)C1=C(C)NC2=C(C(=O)C(C(=O)OC)C(C)C2)C1c1ccc(N(C)C)cc1 (stereo unspecified) | ? | 32%[activator] | 2.1% | ? | 6% | 0% | 2% | -14% | ? | -20% | -2.5%
Cc1ccc(S(=O)(=O)N[C@H]2COC(=O)[C@@H](C)COC(=O)[C@H](C)NC(=O)C/C=C\[C@H]2C)cc1 | / | / | 2.0%[15.4 µM] | -3%[11.5 µM] | 0%[11.4 µM] | 0%[11.4 µM] | / | 1%[11.5 µM] | -5%[11.5 µM] | / | 0.0%[15.4 µM]
COc1cccc(-c2cc(C(=O)Nc3c(C)nn(Cc4ccccc4C)c3C)no2)c1 | ? | 16% | -1.1% | -2% | 5% | 0% | -1% | -3% | 8% | 69% | 0.1%
C=CCC1(O)C=CCC2C3C4C(OC(C)(C)C)C2C1C34 (stereo unspecified) | / | / | 0.2%[15.4 µM] | 0%[11.5 µM] | 3%[11.4 µM] | / | / | 1%[11.5 µM] | 5%[11.5 µM] | / | -1.5%[15.4 µM]
CCOc1ccc(C)cc1S(=O)(=O)n1ccnc1 | i | -13% | -1.5% | -1% | 8% | 1% | -2% | -1% | -7% | -4% | 0.4%
CC1CCC(NC(=O)N(CCCl)N=O)CC1 (stereo unspecified) | / | -10% | 1.8%[3.08 µM] | 2% | / | / | / | 0% | -2% | / | 0.1%
O=C(NCCC1=CCCCC1)C1CCN(S(=O)(=O)N2CCOCC2)CC1 | i | 10% | -2.4% | -1% | 21% | 2% | 7% | 1% | -1% | -5% | 0.1%
CC(=O)OC(C)(C)C1Cc2cc3ccc(=O)oc3cc2O1 (stereo unspecified) | / | 3% | 0.3% | -1% | / | / | / | 2% | -16% | / | 0.0%
Later entries:
SMILES | A350 fluor | USP2a inhib | BRCT inh green | Casp1 inh | HEK293 cAMP ctrl | Luciferase inh | CRE-bla Fsk | Casp7 inh | ERK AVP block | Tau fil binding | BRCT PPI red
C#CC(C)OC(=O)c1nnc2c3ccccc3n(COC)c2n1 (stereo unspecified) | / | / | -0.7%[15.4 µM] | -3%[11.5 µM] | 0%[11.4 µM] | / | / | -2%[11.5 µM] | -11%[11.5 µM] | / | -0.2%[15.4 µM]
Cc1ccc(CNS(=O)(=O)c2ccc(C(C)(C)C)cc2)n1C | ? | 10% | -0.7% | -10% | 6% | 0% | ? | -5% | -14% | -25% | -1.7%
Cn1c(=O)[nH]c(=O)c2c1nc(Br)n2Cc1ccccc1Cl | i | -1% | 1.7% | -1% | 3% | -3% | 11% | 1% | -27% | 5% | 0.7%
Cc1ccc2nc(SCC(=O)Nc3c(C)n(C)n(-c4ccccc4)c3=O)[nH]c2c1 | i | ? | -3.8% | 1% | -4% | -2% | -9% | -1% | -29% | -3% | 0.6%
CCN(CC)CCSc1nc(O)c(-c2ccccc2)c(=O)[nH]1 | i | -6% | 3.4% | -1% | -2% | 2% | -5% | 0% | -7% | -4% | -3.5%
Cc1cc(C(=O)NCc2ccco2)cs1 | / | / | -0.4% | 0% | ? | / | / | -1% | / | / | 0.1%
COCCCn1cnc2c(c1=O)c1nc3ccccc3nc1n2-c1ccc(C)cc1 | 2.6e-07M* | 21% | -0.7% | -1% | 5% | 9% | 18% | 5% | -4% | ? | -4.5%
CN(C)Cc1ccc(O)c(CN(C)C)n1 | i | / | -1.5%[15.4 µM] | 2%[11.5 µM] | -2%[11.4 µM] | 4%[11.4 µM] | -6%[7.6 µM] | 1%[11.5 µM] | -11%[11.5 µM] | 0%[11.4 µM] | -0.4%[15.4 µM]
CN1CC[C@@]2(CCCN(C(=O)c3cccn3C)C2)C1 | i | -3% | 0.2% | -5% | -5% | 1%[11.4 µM] | 7% | -1% | -19% | 14% | 0.0%
CCc1nc2oc3ccccc3c(=O)c2c(=O)n1-c1ccccc1 | i | -3% | -0.6% | 0% | 6% | 0% | -7% | 0% | -15% | -7% | 0.7%
COc1ccc(NC(=O)Cn2nnc(-c3ccccc3NC(=O)C3CC3)n2)cc1 | i | 9% | -2.8% | 2% | 12% | -1% | 3% | 0% | 7% | 1% | 0.6%
CC(CCc1ccco1)NC(=O)CSc1cc(=O)n(C)c2ccccc12 (stereo unspecified) | i | 23% | 2.8% | -2% | 10% | 1% | -1% | 2% | 11% | 20% | 0.1%

2 of the compounds above, comma-delimited.
molecule,A350 fluor,USP2a inhib,BRCT inh green,Casp1 inh,HEK293 cAMP ctrl,Luciferase inh,CRE-bla Fsk,Casp7 inh,ERK AVP block,Tau fil binding,BRCT PPI red
CCN(CC)C(=O)c1sc2nc(-c3ccncc3)[nH]c(=O)c2c1C,8.4e-08M*,-2%,-0.9%,-3%,2%,-11%,?,-2%,13%,-15%,0.4%
C=CCn1c(SC/C=C/c2ccccc2)nnc1-c1sc(N)nc1C,?,14%,-1.0%,0%,13%,0%,-6%,-1%,-22%,11%,-1.2%
